# GluA2 TARP mod: modulators of AMPA receptor GluA2-stargazin complexes; hit rate 3.5% among 40,000; calls only at 30 µM; HEK293 GluA2+stargazin, membrane potential dye (FDSS), glutamate EC50; hits were called plate by plate, in both directions; O88602+P19491;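 active = any of four per-well response measures lying three or more SD from its plate-wide compound average, in either direction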
# Target sequence (O88602 whole entry, looked up): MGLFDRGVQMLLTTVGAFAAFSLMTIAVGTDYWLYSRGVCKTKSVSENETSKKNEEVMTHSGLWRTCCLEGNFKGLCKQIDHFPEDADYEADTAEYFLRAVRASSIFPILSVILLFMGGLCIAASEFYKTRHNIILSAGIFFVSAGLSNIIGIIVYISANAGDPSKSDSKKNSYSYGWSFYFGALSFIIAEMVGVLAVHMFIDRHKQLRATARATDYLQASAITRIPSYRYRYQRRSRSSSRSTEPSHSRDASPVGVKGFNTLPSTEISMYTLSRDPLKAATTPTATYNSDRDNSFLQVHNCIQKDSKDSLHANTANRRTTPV
# Target sequence (P19491 whole entry, looked up): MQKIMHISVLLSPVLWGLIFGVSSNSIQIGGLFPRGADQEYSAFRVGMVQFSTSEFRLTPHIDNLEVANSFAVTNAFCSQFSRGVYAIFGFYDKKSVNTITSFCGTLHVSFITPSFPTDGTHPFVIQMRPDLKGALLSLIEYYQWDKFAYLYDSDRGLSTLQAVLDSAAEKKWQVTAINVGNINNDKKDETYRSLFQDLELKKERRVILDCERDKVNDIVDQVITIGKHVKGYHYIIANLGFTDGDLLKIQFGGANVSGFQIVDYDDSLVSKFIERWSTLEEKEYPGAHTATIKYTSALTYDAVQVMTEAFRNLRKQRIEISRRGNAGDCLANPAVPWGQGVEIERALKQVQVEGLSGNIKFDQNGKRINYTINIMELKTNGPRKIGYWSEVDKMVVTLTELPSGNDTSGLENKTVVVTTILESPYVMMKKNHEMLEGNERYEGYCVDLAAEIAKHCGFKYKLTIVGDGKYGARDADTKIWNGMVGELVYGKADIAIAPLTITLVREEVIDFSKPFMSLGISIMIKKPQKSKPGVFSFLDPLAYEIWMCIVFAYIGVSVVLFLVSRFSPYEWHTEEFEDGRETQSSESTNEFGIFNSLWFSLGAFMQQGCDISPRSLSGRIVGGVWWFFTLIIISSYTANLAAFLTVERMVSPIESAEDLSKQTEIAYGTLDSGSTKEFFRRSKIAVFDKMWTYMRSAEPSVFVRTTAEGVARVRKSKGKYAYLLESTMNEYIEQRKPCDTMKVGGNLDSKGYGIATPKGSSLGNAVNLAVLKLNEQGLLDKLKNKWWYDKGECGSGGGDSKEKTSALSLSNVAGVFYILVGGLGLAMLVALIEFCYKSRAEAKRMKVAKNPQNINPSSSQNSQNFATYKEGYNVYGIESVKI
# GluA2 TARP mod agonism max-min: also measured in GluA2 TARP mod; calls as there; compound max-min signal; compound-alone response (agonism);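 unitless range of fluorescence divided by baseline over first 100 seconds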
# GluA2 TARP mod glutamate slope: recorded beside GluA2 TARP mod, whose call it bears; glutamate slope, % of max; measured here: glutamate response slope, % max;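 scaled per plate between vehicle wells and maximal 1 mM glutamate control wells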
# Active calls of the source: *; i = inactive; + = active, no number; & = joins results of further samples. Not all compounds are listed, so the mix of outcomes need not match the whole.
SMILES,GluA2 TARP mod,GluA2 TARP mod agonism max-min,GluA2 TARP mod glutamate slope
Cc1ccc(S(=O)(=O)Nc2nc(CCC(=O)Nc3ccccc3C(N)=O)cs2)cc1,i,0.115,63.3
Cc1c(C)n2c3c(=O)n(CCCO)c(=O)n(C)c3nc2n1C(C)C,i,0.181,63.4
CCOc1ccccc1-n1nnnc1SCC(=O)Nc1ccccc1C(=O)O,i,0.0694&0.0357,64.2&107.9
COc1ccc(-n2nnc3c(N4CCN(C(=O)c5cccc(OC)c5)CC4)ncnc32)cc1,i,0.184,54.8
CC1(C)CS(=O)(=O)N(c2ccc(Cl)c(C(=O)NCC3CCCO3)c2)C1=O (centres undefined),i,0.149,59.5
COc1ccc(OC)c(-c2ccc(=O)n(CC(=O)Nc3cccc([N+](=O)[O-])c3)n2)c1,i,0.0976,99.1
CC(C)(C)c1ccc(OCC(=O)NCc2ccsc2)cc1,i,0.114,45.2
CN(C)S(=O)(=O)c1ccc(C(=O)Nc2cc(C(=O)N3CCCC3)cn(C)c2=O)cc1,i,0.132,59.0
CS(=O)(=O)N1CCC(C(=O)OCc2cc(-c3ccccc3)on2)CC1,i,0.0579,56.9
O=C(O)CSc1nnc(-c2cccs2)o1,i,0.0792,47.9
CN(C(=O)c1ccco1)c1nnc(C23CC4CC(CC(C4)C2)C3)s1,i,0.0437,29.8
O=C(CSc1ncccn1)N1CCCC1,i,0.0303,44.7
CC(=O)c1ccc(N2CCN(C(=O)c3csc(-c4cnccn4)n3)CC2)cc1,i,0.134,73.7
COc1ccccc1CCNC(=O)c1ccc(Cl)c(N2C(=O)CCS2(=O)=O)c1,i,0.121,58.8
CCC(=O)N1CCCc2ccc(NC(=O)c3ccc(OC)c(OC)c3)cc21,i,0.094,53.3
COc1cc(OC)cc(C(=O)Nc2ccc3c(c2)CCC(=O)N3)c1,i,0.0791,65.3
Cn1cccc1C(CNS(=O)(=O)c1cccc(Cl)c1)N1CCOCC1 (centres undefined),i,0.0924,51.9
Cc1ccc(NC(=O)CSc2nccn3nc(-c4ccccc4)cc23)c(Cl)c1,i,0.129,37.0
Cc1nc(N2CCN(CCO)CC2)nc(Nc2ccc(F)cc2)c1[N+](=O)[O-],+,0.213*,53.0*
COc1ccc(S(=O)(=O)NCC(c2ccc(C)cc2)N2CCN(C)CC2)cc1OC (centres undefined),i,0.0672,55.5
CC(=O)Nc1ccc(S(=O)(=O)N2CCN(Cc3nc(C(C)(C)C)cs3)CC2)cc1,i,0.133,54.1
CC(C)NC(=O)c1nsc(C(=O)NCCc2cccs2)c1N,i,0.0954,58.9
Cc1ccc(S(=O)(=O)Nc2ccc3nnc(C)n3n2)cc1,i,0.083,62.9
Cc1nc(NC(=O)C2CCCN(c3ccc(-n4ccnc4)nn3)C2)sc1C (centres undefined),i,0.0669,59.4
CS(=O)(=O)Nc1cccc(NC(=O)CCn2nnc3ccccc3c2=O)c1,i,0.11,43.1
COc1cc(NC(=O)Cc2ccc(F)cc2)ccc1N1CCCCC1=O,i,0.102,49.8
Cc1cccc2sc(N(CCN3CCOCC3)C(=O)c3ccc([N+](=O)[O-])s3)nc12,i,0.0745,44.4
COc1ccc(OC)c2sc(N(CCN3CCOCC3)C(=O)c3cccc(C(F)(F)F)c3)nc12,i,0.144,65.4
CC1CC(=O)Nc2c1c(NC(=O)c1ccc(F)cc1Cl)nn2C (centres undefined),i,0.126,70.7
O=C(Cc1cc(-c2ccco2)on1)Nc1ccc2c(c1)OCCO2,i,0.0814,40.2
CC(C)COc1ccc(S(=O)(=O)Nc2ccc(CC(=O)NCC(F)(F)F)cc2)cc1,i,0.0759,39.0
CNC(=O)C(=O)NCCC1CCCCN1S(=O)(=O)c1c(C)cc(C)cc1C (centres undefined),i,0.0665,62.1
CCCN1C(SCC(=O)Nc2ccc(OC)c(Cl)c2)=NS(=O)(=O)c2ccccc21,i,0.101,58.4
COc1ccc(Cl)cc1NC(=O)CSC1=NC2(CCCCC2)Nc2ccccc21,i,0.0981,53.4
CCc1ccc(NC(=O)CSc2ncc(S(=O)(=O)c3cccc(Cl)c3)c(=O)[nH]2)cc1,i,0.107,49.6
CCOC(=O)N1CCc2c(sc(NC(=O)c3ccccc3C)c2-c2nc3ccccc3s2)C1,i,0.103,70.3
COc1ccc(OCC(=O)NNC(=O)c2ccc(=O)n(Cc3ccccc3)c2)cc1,i,0.0679,50.3
COc1ccc(SCCC(=O)Nc2sccc2C#N)cc1,i,0.126,51.9
Cc1ccc(C(CNC(=O)c2cnc3ccccc3n2)N2CCOCC2)cc1 (centres undefined),i,0.11,57.5
COc1ccc(C(CNS(=O)(=O)c2ccc(F)cc2)N2CCN(C)CC2)cc1 (centres undefined),i,0.0747,52.5
Cc1cccnc1NC(=O)C1CCCN(c2ccc(-n3ccnc3)nn2)C1 (centres undefined),i,0.0909,61.5
COCCNC(=O)Cc1ccc(NS(=O)(=O)c2ccc(F)c(C)c2)cc1,i,0.0577,28.9
COc1cc(C)c(C)cc1S(=O)(=O)Nc1ccc(N2CCCC2=O)c(C)c1,i,0.0464,46.8
CNS(=O)(=O)c1ccc(C)c(N(C)S(=O)(=O)c2ccc(C)cc2)c1C,i,0.0347,32.7
COc1ccc(S(=O)(=O)N2CCC(C(=O)Nc3cccc(OC)c3)CC2)cc1,i,0.123,49.2
CN1CCN(C(CNC(=O)C(=O)NC2CC2)c2cccn2C)CC1 (centres undefined),i,0.0748,56.6
CCOc1ccc(NC(=O)CC(NCc2ccccc2)C(=O)O)c([N+](=O)[O-])c1 (centres undefined),i,0.0577,71.4
COc1ccccc1N1CCN(C(=O)CSc2ncnc3c2[nH]c2ccccc23)CC1,i,0.101,56.1
Cn1c(C(F)(F)F)nn(CCNC(=O)c2cc3ccccc3o2)c1=O,i,0.092,62.6
COc1cc([N+](=O)[O-])cc2cc(C(=O)N3CCCC3)c(=O)oc12,i,0.119,72.0
C=CCn1c(=O)c2c(nc3n2CCCN3c2ccc(OC)cc2OC)n(C)c1=O,i,0.0498,45.2
O=C(Nc1ccc(N2CCCCS2(=O)=O)cc1)c1ccccc1C(F)(F)F,i,0.11,63.9
Cc1ccc(S(N)(=O)=O)cc1NC(=O)c1cccnc1,i,0.0811,20.5
Nc1c(S(=O)(=O)c2cccs2)c2nc3ccccc3nc2n1Cc1cccs1,i,0.123,58.5
Cc1cc(NC(=O)C(=O)NCC(c2cccs2)N(C)C)c2ccccc2n1 (centres undefined),i,0.174,93.0
COc1ccc(CNC(=O)C(=O)Nc2ccc(N3CCCC3=O)c(C)c2)cc1,i,0.0997,49.7
CCn1c(=O)c(C(=O)Nc2c(C)cccc2C)cc2cccnc21,i,0.11,57.7
CN(C)c1ccc(C2CC(=O)C3=C(C2)Nc2ccccc2NC3c2cccs2)cc1 (centres undefined),i,0.0675,41.7
O=C(NCCn1nc(-c2ccc(F)cc2)ccc1=O)C1CCCN(c2cc(-n3cccn3)ncn2)C1 (centres undefined),i,0.0695,63.6
CNc1nn(CC(=O)Nc2ccc(C)cc2)c(N)c1-c1nc(-c2ccccc2C)no1,i,0.0938,53.6

# Reprinted at random: 2 compounds from above.
SMILES,GluA2 TARP mod,GluA2 TARP mod agonism max-min,GluA2 TARP mod glutamate slope
CCCN1C(SCC(=O)Nc2ccc(OC)c(Cl)c2)=NS(=O)(=O)c2ccccc21,i,0.101,58.4
COc1ccc(S(=O)(=O)N2CCC(C(=O)Nc3cccc(OC)c3)CC2)cc1,i,0.123,49.2

# Five compounds already listed, sorted by formula weight, descending:
SMILES,GluA2 TARP mod,GluA2 TARP mod agonism max-min,GluA2 TARP mod glutamate slope
CNc1nn(CC(=O)Nc2ccc(C)cc2)c(N)c1-c1nc(-c2ccccc2C)no1,i,0.0938,53.6
CN(C)c1ccc(C2CC(=O)C3=C(C2)Nc2ccccc2NC3c2cccs2)cc1 (centres undefined),i,0.0675,41.7
CN1CCN(C(CNC(=O)C(=O)NC2CC2)c2cccn2C)CC1 (centres undefined),i,0.0748,56.6
COc1cc([N+](=O)[O-])cc2cc(C(=O)N3CCCC3)c(=O)oc12,i,0.119,72.0
Cc1ccc(S(N)(=O)=O)cc1NC(=O)c1cccnc1,i,0.0811,20.5

# Further structures:
SMILES,GluA2 TARP mod,GluA2 TARP mod agonism max-min,GluA2 TARP mod glutamate slope
Cc1ccc(NC(=O)c2cc([N+](=O)[O-])ccc2Cl)cc1N1CCCCC1=O,i,0.0899,58.2
COc1cccc(-c2noc(C3CCN(S(=O)(=O)c4ccc(C)cc4)CC3)n2)c1OC,i,0.0999,52.6
COCCNC(=O)Cn1nc2c(c1NC(=O)c1cccc(F)c1)CSC2,i,0.0761,56.6
CS(=O)(=O)N1CCC(CNC(=O)c2ccc(Cl)s2)CC1,i,0.0764,46.6
COc1ccc(-c2noc(CSc3nc4ccsc4c(=O)n3Cc3ccccc3)n2)c(OC)c1,i,0.094,65.0
CCOC(=O)N1CCN(CC(O)COc2ccccc2C(C)=O)CC1 (centres undefined),i,0.0713,56.7
CCOc1ccc2nc(NC(=O)c3ccc(S(=O)(=O)Nc4cccnc4)o3)sc2c1,+,0.179*,55.6*
CCN(C1CCCCC1)S(=O)(=O)c1ccc(C(=O)Nc2ccc([N+](=O)[O-])cc2)cc1,i,0.11,62.3
COc1ccc(S(=O)(=O)N2CCCc3cc(NC(=O)c4ccccc4C)ccc32)cc1,i,0.115,68.1
O=C(CSc1ncnc2c1[nH]c1ccccc12)Nc1ccc2c(c1)OCO2,i,0.129,57.1
COc1ccc(-n2nnnc2SC(C)C(=O)Nc2cccc(Cl)c2)cc1 (centres undefined),i,0.104,53.1
CC(C)c1ccc(OCC(=O)Nc2ccc(S(N)(=O)=O)cc2)cc1,i,0.0355,44.3
COc1ccccc1NC(=O)c1cc(S(=O)(=O)N2CCC(C)CC2)ccc1F,i,0.0868,59.5
CCCN1C(=O)NC2(CCN(S(=O)(=O)c3ccc(Cl)cc3)CC2)C1=O,i,0.0629,25.9
O=C(COc1ccc(Cl)cc1Cl)Nc1ccc2scnc2c1,i,0.0397,41.4
CC(NC(=O)C(=O)NCCOc1ccc(F)cc1)c1ccccc1 (centres undefined),i,0.102,54.9
COc1ccc(S(=O)(=O)N2CCCOC2CNC(=O)C(=O)NCCN2CCOCC2)cc1C (centres undefined),i,0.0839,63.5
COc1cccc(NC(=O)CSc2ncc(S(=O)(=O)c3ccc(C(C)(C)C)cc3)c(=O)[nH]2)c1,i,0.0999,61.9
CCOc1ccccc1NC(=O)Nc1ccc(CC(=O)NCC(F)(F)F)cc1,i,0.0912,35.6
CC(C)N1CCNC(=O)C1CC(=O)O (centres undefined),i,0.0433,65.3
COc1cccc(CNC(=O)CC2CCCCN2S(=O)(=O)c2ccccc2)c1 (centres undefined),i,0.022,65.9
Cc1cc(NC(=O)C2CCCN(c3cc(-n4cccn4)ncn3)C2)sn1 (centres undefined),i,0.0779,67.2
CCC(CC)C(=O)N1CCC2(CC1)NC(=O)N(CCOc1ccccc1)C2=O,i,0.0429,47.3
O=C(COc1ccccc1F)NCC1COC2(CCCCC2)O1 (centres undefined),i,0.093,102.5
CC(C)n1nccc1-c1nnc(NC(=O)CC(c2ccccc2)c2ccccc2)o1,i,0.0454,34.1
CCN1CCN(c2oc(-c3ccc(S(=O)(=O)N4CCCCCC4)cc3)nc2C#N)CC1,i,0.143,51.4
CS(=O)(=O)N1CCC(CNC(=O)Nc2ccc3c(c2)OCO3)CC1,i,0.0718,59.0
COC(=O)C1=C(C)NC2=C(C(=O)CC(c3cccs3)C2)C1c1ccccc1C(F)(F)F (centres undefined),i,0.0864,32.4
COCCNC(=O)CCc1c(C)nn(-c2nc(C)c(C)c(=O)[nH]2)c1C,i,0.136,61.3
COc1ccccc1CCNC(=O)Cn1cnc(-c2ccc(C)cc2)cc1=O,i,0.102,43.9

# Only GluA2 TARP mod and GluA2 TARP mod agonism max-min (six entries from above):
smiles	GluA2 TARP mod	GluA2 TARP mod agonism max-min
CC(NC(=O)C(=O)NCCOc1ccc(F)cc1)c1ccccc1 (centres undefined)	i	0.102
COc1ccc(S(=O)(=O)N2CCCOC2CNC(=O)C(=O)NCCN2CCOCC2)cc1C (centres undefined)	i	0.0839
COc1cccc(NC(=O)CSc2ncc(S(=O)(=O)c3ccc(C(C)(C)C)cc3)c(=O)[nH]2)c1	i	0.0999
CCOc1ccccc1NC(=O)Nc1ccc(CC(=O)NCC(F)(F)F)cc1	i	0.0912
CC(C)N1CCNC(=O)C1CC(=O)O (centres undefined)	i	0.0433
COc1cccc(CNC(=O)CC2CCCCN2S(=O)(=O)c2ccccc2)c1 (centres undefined)	i	0.022

# Following part.
SMILES,GluA2 TARP mod,GluA2 TARP mod agonism max-min,GluA2 TARP mod glutamate slope
O=C(NC1CC1)c1nnn(-c2ccccc2)c1CSc1ncccn1,i,0.0634,55.6
COc1cn(CC(=O)NCc2ccc(F)cc2)c(CSc2nnnn2C)cc1=O,i,0.11,51.7
Cn1cccc1C(CNC(=O)c1cccs1)N1CCc2ccccc2C1 (centres undefined),i,0.0943,48.7
COc1cn(CC(=O)Nc2ccc(C(C)=O)cc2)c(CSc2nccn2C)cc1=O,i,0.0494,51.4
CCc1ccc(Oc2cc(N3CCC(C(=O)NCCCc4ccccc4)CC3)ncn2)cc1,i,0.103,52.4
CS(=O)(=O)N1CCCC(C(=O)Nc2nc3ccccc3s2)C1 (centres undefined),i,0.06,23.2
CS(=O)(=O)N1CCCCC1C(=O)N(Cc1ccccc1)c1nc2c(F)cccc2s1 (centres undefined),i,0.12,59.9
COC(=O)N1CCC(CNC(=O)C(=O)Nc2ccc(F)c(Cl)c2)CC1,i,0.11,59.7
CCOC(=O)c1c(SCC(=O)Nc2ccc(C(=O)OC)cc2)nc(=O)[nH]c1C,i,0.0448,49.8
O=C(NCCC1=CCCCC1)C(=O)NCC1(c2ccccc2)CCOCC1,i,0.159,45.5
O=S(=O)(Oc1ccc(Cl)c2cccnc12)N1CCCCC1,i,0.188,47.7
O=C(COc1ccccc1)NCCOc1ccc(F)cc1,i,0.095,54.6
COc1cc(C)ccc1S(=O)(=O)N1CCN(C23CC4CC(CC(C4)C2)C3)CC1,i,0.0569,58.7

# Screening results deposited in PubChem BioAssay by Vanderbilt High Throughput Screening Facility.
